Screening results (PubChem BioAssay)
p47phox inh – inhibitors of human p47phox binding; P14598; p47phox/p22phox peptide binding, fluorescence polarization, 2 h; inhibition, % at 24.7 µM; 220,000 compounds, 0.53% hits; AID 1274;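 active = inhibition above about 30%, limit read from the data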;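 also: 0% = p47phox with labelled peptide and 100% = labelled peptide alone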
Runt-SMMHC FRET – inhibitors of human RUNX1 Runt domain binding to CBFb-SMMHC | Cerulean-Runt/Venus-CBFb-SMMHC FRET ratio 530/480, 1 h | inhibition, % at 20 µM | 220,000 compounds, 0.74% hits | AID 1434;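 active = mean inhibition across duplicate retests at 20 µM reaching about 50%, limit read from the data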;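 also: 0% = DMSO wells and 100% = wells with excess untagged CBFb-SMMHC; inhibitors lower the FRET ratio by blocking Runt binding to CBFb-SMMHC; some results filed as inactive read as strong as hits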
Target sequence (Q01196 whole entry, looked up, the tested form may be a part): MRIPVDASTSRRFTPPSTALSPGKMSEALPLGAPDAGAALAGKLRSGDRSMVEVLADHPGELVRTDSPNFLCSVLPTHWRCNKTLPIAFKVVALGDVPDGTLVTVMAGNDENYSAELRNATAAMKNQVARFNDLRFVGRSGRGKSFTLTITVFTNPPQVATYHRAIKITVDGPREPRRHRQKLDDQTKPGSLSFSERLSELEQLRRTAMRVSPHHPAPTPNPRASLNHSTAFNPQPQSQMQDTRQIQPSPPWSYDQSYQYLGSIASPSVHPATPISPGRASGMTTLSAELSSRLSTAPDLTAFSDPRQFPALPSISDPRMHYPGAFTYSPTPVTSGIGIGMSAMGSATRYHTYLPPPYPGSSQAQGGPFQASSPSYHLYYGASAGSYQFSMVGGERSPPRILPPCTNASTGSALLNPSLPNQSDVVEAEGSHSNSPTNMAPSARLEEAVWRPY
Target sequence (Q13951 whole entry, looked up, the tested form may be a part): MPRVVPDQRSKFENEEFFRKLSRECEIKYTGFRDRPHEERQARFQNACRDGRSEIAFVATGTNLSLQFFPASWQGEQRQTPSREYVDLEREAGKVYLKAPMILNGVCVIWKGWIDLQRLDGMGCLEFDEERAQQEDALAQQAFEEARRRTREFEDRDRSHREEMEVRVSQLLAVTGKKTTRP
PPC-1+TRAIL kill – compounds killing PPC-1 cancer cells with TRAIL present (potentiator screen, no TRAIL-free arm) | cell killing (% activity), % at 4 µM | 220,000 compounds, 0.41% hits | PPC-1 cells + TRAIL, ATPLite viability luminescence;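 active = cell killing above 50% in the first pass at 4 µM, then a duplicate retest at 5 µM averaging 50% or more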;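 also: plate controls were cells with TRAIL plus DMSO for no effect and medium-only wells lacking cells for full effect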
CHOP inhibitor – blocks CHOP induction under ER stress; CHO-K1 CHOP-promoter luciferase, tunicamycin-induced, 15-18 h; inhibition, % at 10 µM; 220,000 compounds, 3.8% hits; AID 2732;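 active = compounds that reduced the stress-induced luciferase reporter signal by more than about 70% of percent inhibition, limit read from the data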;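 also: 0% = tunicamycin plus vehicle and 100% = wells without tunicamycin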
TNF death inh – blocks TNF-alpha induced death of Jurkat FADD-/- cells; Jurkat FADD-/- TNF necroptosis rescue, ATP luminescence, 24 h; 0 = TNF only, 100 = no-TNF cells; activation (protection from cell death), % at 10 µM; 220,000 compounds, 0.068% hits; AID 463075;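 active = activation, meaning protection from cell death, of at least 50% relative to plate controls; inactive = activation below 50%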;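 also: necroptosis triggered by 40 ng/mL TNF-alpha added together with compound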
TRPML3 ag – human mucolipin-3 channel agonism. HEK293 TRPML3-YFP, Fluo-8 calcium fluorescence; 100% = the carbachol control signal. 220,000 compounds, 0.29% hits. activation, % at 3 µM. Q8TDD5;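 active = activation above its plate's cutoff, the mean activation of the plate's test wells plus 3 SD, cut at about 12% in these data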;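 also: 0% = DMSO only wells and 100% = carbachol wells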
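Material: HEK293 cells stably carrying human TRPML3-YFP; compound dosing: single dose, 3 µM final nominal compound, 0.3% DMSO final; incubation: 1-h 37 °C dye load, 5-s basal, 120-s post-compound reads; technique: Fluo-8 intracellular calcium fluorescence, excitation 470-495 nm, emission 515-575 nm; read-out basis: percent activation from peak-to-basal fluorescence ratio, scaled between DMSO and carbachol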
Mdm2 ligase inh – blocks human Mdm2 ubiquitin ligase activity; signal enhancement, % at 5 µM; AID 1230; 210,000 compounds, 0.11% hits; cell-based MDM2 ubiquitination luciferase reporter, 2 h; 0 = plate control, 100 = twice control, blank-subtracted; Q00987;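 active = signal enhancement of 30% or more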;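 also: luminescence tracks abundance of the self-degrading MDM2-luciferase fusion protein; higher signal means inhibition of MDM2 E3 ligase activity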
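System: stable MDM2–luciferase fusion reporter cells / Input: 2000 cells seeded into each well / Schedule: 4 h settle plus 2 h compound, 37 °C / Compound: single-point 5 µM / Buffer or medium: cells held in DMEM / Benchmarks: control and blank well means / Evaluation: percent signal gain over controls, blank-subtracted / Measured by: luciferase luminescence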
EBV gp42 inh – inhibitors of Epstein-Barr virus glycoprotein 42; inhibition, % (tested at 21.74 µM); Fluorescence polarization binding assay, mP read-out; AID 1085; 220,000 compounds, 0.42% hits; in the data active = inhibition above about 50%
Target sequence (Q1HVG2 whole entry, looked up): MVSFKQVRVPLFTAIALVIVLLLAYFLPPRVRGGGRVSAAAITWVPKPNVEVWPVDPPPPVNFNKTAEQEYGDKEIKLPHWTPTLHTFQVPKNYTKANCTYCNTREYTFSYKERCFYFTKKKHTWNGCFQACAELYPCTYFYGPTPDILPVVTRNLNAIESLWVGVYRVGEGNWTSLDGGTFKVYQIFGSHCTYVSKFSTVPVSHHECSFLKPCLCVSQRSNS
TRPN1 ag – agonists of zebrafish TRPN1 channel; AID 1424; 220,000 compounds, 0.18% hits; activation, % at 3 µM; HEK293 zebrafish TRPN1-YFP, Fluo-8 calcium fluorescence; 100% = response to 87 µM carbachol;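 active = activation above its plate's cutoff, the mean activation of test wells on that plate plus 3 SD, cut at about 19% in these data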;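 also: 0% = DMSO alone and 100% = 87 µM carbachol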
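Assay system: Zebrafish TRPN1-YFP in HEK293 cells | Incubation: Dye loading 1 h at 37 °C, then 30 min room temperature | Measured by: Kinetic Fluo-8 fluorescence, ex 470-495, em 515-575 nm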
Active calls of the source: *; x = no result given; & = joins results of further samples.

SMILES	p47phox inh	Runt-SMMHC FRET	PPC-1+TRAIL kill	CHOP inhibitor	TNF death inh	TRPML3 ag	Mdm2 ligase inh	EBV gp42 inh	TRPN1 ag
Cc1ccnc(SCc2cc(=O)c(OC(=O)c3cc([N+](=O)[O-])ccc3Cl)co2)n1	6.3	0.6	24.4	-13.8	-4.2	1.3	-12.4	2.9	0.5
Cc1cc(C)nc(NC(=O)Nc2ccc3c(c2)OCO3)c1	-9.2	-6.5	18.8	71.2*	0.8	1.3	-29.5	-9.6	1.2
COc1ccccc1NS(=O)(=O)c1cc(NC(=O)CC(C)(C)C)ccc1N1CCOCC1	-13.9	-3.2	-2.5	24.4	4.0	-0.4	-5.4	1.3	-1.0
CCCc1cc(=O)[nH]c(/N=C(\N)Nc2ccccc2)n1	-5.5	2.7	2.0	-4.1	0.0	1.2	8.8	-26.5	0.0
CC(C)(C)SCCNC(=O)/C=C/c1ccccc1	-2.7	0.3	0.4	-5.8	2.0	0.3	-10.2	-7.4	-1.0
Cc1ccc(C(=O)Nc2ccccc2C(=O)NC(C(=O)O)C(C)C)cc1 (centres undefined)	-3.0	2.0	22.9	17.9	-2.8	-0.7	-9.9	-3.4	0.8
CSc1ccccc1NC(=O)c1ccccc1N(C)S(C)(=O)=O	-2.8	-4.0	21.9	0.5	-1.5	-0.5	-8.4	-5.0	0.0
Cc1ccc(N2C(=O)C3NN=C(C(=O)OCc4ccccc4)C3C2=O)cc1 (centres undefined)	-6.6	4.9	8.7	21.2	0.5	0.4	6.7	-2.6	0.1
CCOC(=O)CCCNC(=O)COC(=O)[C@@H]1CCCN1S(=O)(=O)c1ccc(Cl)cc1	-4.0	-4.6	20.9	8.1	0.5	-0.5	-2.9	-6.2	0.5
CC1S/C(=C(\C#N)C(N)=O)N(c2ccc(F)cc2)C1=O (centres undefined)	-4.5	-1.4	-1.9	24.6	-2.2	-0.2	-18.3	-7.2	0.0
CCC(C)(C(=O)NC1CCCCC1)N(C(=O)C1CCC(=O)N1)c1ccccc1 (centres undefined)	2.7	-2.9	-6.7	18.7	2.3	0.8	-8.8	0.1	-0.6
CCOC(=O)Cc1csc(NS(=O)(=O)c2ccc(SC)cc2)n1	-2.1	-2.4	5.9	-0.2	0.6	0.6	-5.2	-3.8	-0.2
COc1ccc2nc(NC3=NC(c4ccccc4)CC(=O)N3)nc(C)c2c1 (centres undefined)	-3.5	4.8	-23.1	-6.6	-1.4	0.4	-4.5	-0.8	1.1
O=C(NCc1ccccn1)c1c(O)c2cccc3c2n(c1=O)CC3	5.4	-5.1	10.2	-5.9	-2.7	-0.3	1.7	0.7	0.7
COC(=O)c1ccc(COc2ccccc2/C=C(\C#N)C(=O)Nc2ccc(C)cc2)cc1	-5.8	-15.1	7.9	34.4	-1.1	1.1	-12.3	-10.9	0.6
O=P(Cc1cc[n+]([O-])cc1)(c1ccccc1)c1ccccc1	11.2	0.5	-5.7	-25.0	-0.2	0.5	-0.5	-14.0	0.5
COCCn1c(SCC(=O)N2CC(=O)Nc3ccccc32)nnc1-c1ccoc1C	-2.7	-0.4	10.0	-3.1	-0.3	0.9	x	-14.9	0.3
COc1ccccc1-c1nc2s/c(=C\c3cccs3)c(=O)n2n1	-20.7	-11.6	6.6	83.4*	-0.4	1.1	-6.3	-11.1	1.2
Cc1nc2ccccc2c(=O)n1NC(=O)c1cc(Br)ccc1Cl	0.4	-1.0	10.0	-8.8	0.1	-0.2	x	8.9	1.5
CCOc1ccccc1C1NC(=O)NC(C)=C1C(=O)OCc1ccco1 (centres undefined)	-25.6	68.9	-3.3	10.4	0.3	-0.1	-5.2	-2.0	-0.4
CN1CCN(C2CC(=O)N(c3ccc4c(c3)OCCO4)C2=O)CC1 (centres undefined)	0.1	-2.9	-4.7	7.3	0.3	0.6	-11.3	-1.7	2.0
COc1ccc(C(=O)Nc2ccc3nc(N4CCCCC4)cc(C)c3c2)c(OC)c1	-22.9	-1.6	-4.6	-20.1	5.0	1.0	11.7	-5.3	1.1
Cc1ccc(COc2ccsc2-c2n[nH]c(=S)n2C)cc1	-3.7	8.6	6.6	-26.2	-3.0	-0.9	-2.7	-4.9	-0.4
CSc1nc(-c2ccccc2)c(-c2ccccc2)[nH]1	3.6	-8.4	25.3	20.6	-3.4	-0.8	-5.9	-3.2	-1.6
CC1(C)CC(=O)C(C=Nc2cccc(/N=C/C3=C(O)CC(C)(C)CC3=O)n2)=C(O)C1	0.8	6.8	4.5	24.9	-0.5	1.0	2.5	-3.3	0.1
CCCCn1c(SCC(=O)/C(C#N)=C(\C)N)nc2ccccc2c1=O	-21.4	2.9	27.9	24.6	2.9	0.7	-7.7	3.0	-1.2
Cc1cc(N/N=C/c2ccc(N(C)C)cc2)nc(NCc2ccccc2)n1	-1.6	21.4	12.7	7.0	-1.7	0.6	-19.2	6.4	-1.9
CN(C(=O)CSc1nnc(-c2ccncc2)n1C)C1CCS(=O)(=O)C1 (centres undefined)	0.5	-1.0	-14.8	40.9	0.0	0.1	4.9	-18.7	-0.6
CCc1ccc(CN(C(=O)c2cc3ccccc3oc2=O)C2CCS(=O)(=O)C2)cc1 (centres undefined)	-0.8	-4.3	-12.8	-29.2	-0.4	-0.2	-14.6	-0.8	2.3
COC(=O)C1=C(C)Nc2nnnn2C1c1ccco1 (centres undefined)	-136.2	2.4	3.4	10.7	0.3	0.6	0.5	-8.5	-0.6
CCOc1c2ccc(C(=O)NCc3cc(C(F)(F)F)cc(C(F)(F)F)c3)cc2nn1C	8.4	-5.1	-0.4	26.3	0.1	-0.3	-6.9	-0.1	-1.6
CCC(Sc1ncccc1C(=O)OC(C)C)C(=O)N1CCOCC1 (centres undefined)	-7.3	-1.1	16.4	18.2	-1.2	0.8	-7.6	-13.2	0.8
Cc1c(NC(=O)COC(=O)COc2ccc(Nc3ccccc3)cc2)c(=O)n(-c2ccccc2)n1C	1.5	-1.7	21.3	9.0	0.8	0.4	-10.2	-18.7	0.4
Cc1cccc2c(C(=O)O)c3c(nc12)CCCCC3	7.0	-5.7	2.0	-22.2	-0.4	0.7	6.5	-11.8	-0.9
Cn1c(=O)cc(N2CCCCC2)[nH]c1=O	-5.2	-0.9	-4.4	-28.6	1.5	0.2	-6.7	1.1	0.4
O=C(Nc1ccc2c(c1)OCCO2)C1CCCN1S(=O)(=O)c1cccc2cccnc12 (centres undefined)	-7.3	-0.1	13.2	45.4	-1.6	-0.4	-32.1	-25.3	-0.1
CCN(C(=S)Nc1ccccc1F)C1CCCCC1	-7.0	-1.0	17.4	-6.1	-2.9	0.3	-24.6	-25.7	-2.9
Cc1nn(-c2nc3ccccc3n2Cc2ccccc2)c2c1C(=O)CC(C)(C)C2	-16.3	4.9	17.1	50.7	-4.9	-1.3	-21.6	-6.4	-2.4
COc1c2ccc(C(=O)NCCCCc3ccccc3)cc2nn1C	-0.6	0.5	16.9	-3.4	-1.8	0.4	4.5	-21.9	0.2
O=C(c1ccccc1)N1CCN(C(=O)C23CC4CC(CC(C4)C2)C3)CC1	-14.2	1.3	-1.9	-19.1	-2.4	0.3	-0.4	-3.4	3.6
Cc1cc(C)n(CC2CC(=O)N(c3ccc(F)c(Cl)c3)C2=O)n1 (centres undefined)	2.3	-7.7	19.6	-14.5	0.4	-0.1	5.8	-1.7	-1.1
Cc1cc(C)c2c(-n3cccc3)nn(CC#N)c2n1	-8.2	1.0	19.7	2.0	-2.0	-0.1	-14.2	-26.3	-0.7
CC(C(=O)NCc1cccs1)n1cccc1 (centres undefined)	-8.0	2.8	-21.4	10.0	3.4	0.8	-6.1	-6.6	0.5
O=C(NNC(=O)c1cccnc1SCc1cccc([N+](=O)[O-])c1)c1ccc(F)cc1	-10.6	-0.5	7.9	19.1	0.7	-0.1	x	-9.2	1.5
Cc1nc(N2CCN(C(=O)c3ccco3)CC2)c2c3c(sc2n1)CC(C)CC3 (centres undefined)	0.1	3.2	13.9	44.9	0.8	1.6	1.3	-9.1	7.3
C/C=C/C=C/C(=O)Nc1nccs1	4.0	0.6	-2.3	20.5	11.0	-0.1	-1.2	-17.7	1.1
Nc1nnc(-c2cccc(Cl)c2Cl)c(N)n1	-5.6&-17.7	-0.9&-1.5	6.0&1.2	5.3&-5.9&-7.1	0.9	1.1&1.4	x	-6.1&-7.6	-1.1&0.4
CN(C)CCNC(=S)Nc1ccc(Cl)cc1Cl	-3.8	0.4	13.2	-34.4	-0.7	0.7	8.0	-7.6	-1.1
Cc1nnc(Nc2ccc(C(=O)O)cc2)[nH]c1=O	2.8	-1.7	0.8	-4.1	-0.6	1.1	17.9	-23.4	-1.1
CCOc1ccc(-n2c(=O)c3sccc3n(CC(=O)Nc3cccc(OC)c3)c2=O)cc1	-10.3	0.3	0.3	16.2	0.6	0.2	-8.3	-6.2	-1.2

Remaining list, next part.
SMILES	p47phox inh	Runt-SMMHC FRET	PPC-1+TRAIL kill	CHOP inhibitor	TNF death inh	TRPML3 ag	Mdm2 ligase inh	EBV gp42 inh	TRPN1 ag
COc1cccc(C(=O)COc2ccc3c(C)c(Cc4ccccc4)c(=O)oc3c2)c1	-2.0	2.7	7.2	-9.7	2.2	1.0	-4.4	2.7	0.9
Cc1cccc(OCCCC(=O)Nc2ccc(S(N)(=O)=O)cc2)c1C	-1.0	1.2	6.1	22.1	0.8	0.9	-6.8	-6.3	2.6
Cc1[nH]c2ccccc2c1/C=N/NC(=O)c1cccc([N+](=O)[O-])c1	-9.0	-6.9	11.1	-0.7	0.5	0.7	11.3	-31.3	0.0
Cc1onc(-c2ccccc2)c1C(=O)/C=C/N(C)C	-7.0	-1.2	7.1	-1.6	-1.5	0.7	-13.9	-1.4	-1.4
CCOC(=O)C1=C(C)NC(C)=C(C(=O)OCC)C1C(=O)OCC(=O)N1CCc2ccccc2C1	-4.3	-1.5	12.4	42.1	-4.0	-0.7	-0.9	-11.3	-0.9
O=C1c2ccccc2-c2cccc(C(=O)N3CCCCCC3)c21	-5.5	0.9	7.1	0.3	2.0	-0.4	1.1	12.3	-0.7

Whole records as entered above.
Entry for Cc1cc(N/N=C/c2ccc(N(C)C)cc2)nc(NCc2ccccc2)n1 : p47phox inh: -1.6; Runt-SMMHC FRET: 21.4; PPC-1+TRAIL kill: 12.7; CHOP inhibitor: 7.0; TNF death inh: -1.7; TRPML3 ag: 0.6; Mdm2 ligase inh: -19.2; EBV gp42 inh: 6.4; TRPN1 ag: -1.9
Entry for Cc1nc2ccccc2c(=O)n1NC(=O)c1cc(Br)ccc1Cl : p47phox inh: 0.4; Runt-SMMHC FRET: -1.0; PPC-1+TRAIL kill: 10.0; CHOP inhibitor: -8.8; TNF death inh: 0.1; TRPML3 ag: -0.2; Mdm2 ligase inh: x; EBV gp42 inh: 8.9; TRPN1 ag: 1.5
